# BL2 CD40 inh: inhibitors of CD40-induced NF-kB signaling, primary screen, BL2 cells, luciferase reporter, single point; CD40L-induced, 4 h; inhibition, % at 10 µM; 83,000 tested, 0.94% active; AID 1053188, 2014;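 active = mean inhibition of at least 50% with a set share of replicates also reaching that level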;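 note: 0% = neutral control wells and 100% = IKK inhibitor VII at 50 µM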
# * = called active by the depositor; [ ] = another dose, or the depositor's remark. An excerpt; count on the stated rates, not on these rows.
SMILES,BL2 CD40 inh
CCc1cnc(N2[C@H](C#N)[C@H](c3ccc(C4=CCCC4)cc3)[C@@H]2CO)s1,-9
COc1cccc(CNC(=O)CCC2CCCN(C(=O)CCc3c(C)noc3C)C2)c1 (stereo unspecified),-13
CNC[C@@H]1Oc2ccc(N(C)C)cc2C(=O)N(C)C[C@@H]1C,-5
c1ccc(CC(Nc2cccnc2)c2ccccc2)cc1 (stereo unspecified),11
NC(=O)c1ccc(NC(=O)COC(=O)CCCc2c[nH]c3ccccc23)cc1,-1
Cc1ccc(-n2c(COc3cccc(C)c3)n[nH]c2=S)cc1,0
COCCN(CCOC)Cc1c(C)[nH]c2c(C)c(C)ccc2c1=O,4
O=C(NC1=NCCS1)c1cccc(NC(=O)c2ccco2)c1,-6
C/C=C/COc1nc2c(c(=O)n(C)c(=O)n2C)n1C,10
O=C(Nc1nc2nc(-c3ccccc3)cc(-c3ccccc3)n2n1)c1ccco1,27
O=C(NCc1ccc(Cl)cc1)C1CCN(S(=O)(=O)N2CCOCC2)CC1,-1
COC1OCC(O)C(OC(=O)c2ccccc2)C1OC(=O)c1ccccc1 (stereo unspecified),-1
CCSc1nnc(-c2ccc(S(=O)(=O)NCc3cccs3)cc2)o1,5
O=C(Nc1ccc(Cl)c(S(=O)(=O)N2CCOCC2)c1)c1ccc2c(c1)OCCO2,-14
COc1ccc(CN2CC3(CN(S(=O)(=O)c4ccc(C)cc4)C3)c3c([nH]c4cc(OC)ccc34)[C@H]2CO)cc1,55*[25 µM]
Cc1cc(N2CCCC2)ccc1/C=N/n1cnnc1,-3
C/C(=C\c1ccccc1)C(=O)Nc1ccc(S(=O)(=O)Nc2ncccn2)cc1,3
c1ccc2c(c1)CCN(c1nc(CN3CCOCC3)nc3sc4c(c13)CCCC4)C2,22
Nc1ccn([C@H]2CC[C@@H](CO)O2)c(=O)n1,0
COC(=O)c1cc2sc(Cl)cc2n1CC(=O)NCCC(C)C,-1

# Already shown: 16 of the compounds above.
SMILES,BL2 CD40 inh
NC(=O)c1ccc(NC(=O)COC(=O)CCCc2c[nH]c3ccccc23)cc1,-1
Cc1ccc(-n2c(COc3cccc(C)c3)n[nH]c2=S)cc1,0
COCCN(CCOC)Cc1c(C)[nH]c2c(C)c(C)ccc2c1=O,4
O=C(NC1=NCCS1)c1cccc(NC(=O)c2ccco2)c1,-6
C/C=C/COc1nc2c(c(=O)n(C)c(=O)n2C)n1C,10
O=C(Nc1nc2nc(-c3ccccc3)cc(-c3ccccc3)n2n1)c1ccco1,27
O=C(NCc1ccc(Cl)cc1)C1CCN(S(=O)(=O)N2CCOCC2)CC1,-1
COC1OCC(O)C(OC(=O)c2ccccc2)C1OC(=O)c1ccccc1 (stereo unspecified),-1
CCSc1nnc(-c2ccc(S(=O)(=O)NCc3cccs3)cc2)o1,5
O=C(Nc1ccc(Cl)c(S(=O)(=O)N2CCOCC2)c1)c1ccc2c(c1)OCCO2,-14
COc1ccc(CN2CC3(CN(S(=O)(=O)c4ccc(C)cc4)C3)c3c([nH]c4cc(OC)ccc34)[C@H]2CO)cc1,55*[25 µM]
Cc1cc(N2CCCC2)ccc1/C=N/n1cnnc1,-3
C/C(=C\c1ccccc1)C(=O)Nc1ccc(S(=O)(=O)Nc2ncccn2)cc1,3
c1ccc2c(c1)CCN(c1nc(CN3CCOCC3)nc3sc4c(c13)CCCC4)C2,22
Nc1ccn([C@H]2CC[C@@H](CO)O2)c(=O)n1,0
COC(=O)c1cc2sc(Cl)cc2n1CC(=O)NCCC(C)C,-1

# (cont.)
SMILES,BL2 CD40 inh
O=C(O)c1cc(CN2CCOCC2)oc1-c1ccccc1,-2
O=C(CSc1nc2[nH]ncc2c(=O)n1-c1ccccc1)NCCc1ccccc1,3
Cc1ccn(CCC(=O)N2CCc3ccccc32)n1,-6
CN1CCCCC1(C)C(=O)NCc1ccc(F)cc1 (stereo unspecified),6
O=C(C[C@@H]1CC[C@@H]2NC[C@@H](O)COC[C@H]2O1)Nc1nccs1,3[25 µM]
CCC(CC)NC(=O)Cn1c(C(C)NC(C)=O)nc2ccccc21 (stereo unspecified),-9
Cc1cc(C)n(CC(=O)N/N=C/c2cccs2)n1,-20
CC(NC(=O)c1ccco1)C(=O)N1CC=C(c2ccccc2)CC1 (stereo unspecified),5
COC(=O)c1ccc(COc2nc(C)cc(C)c2C#N)o1,-9
CCCN(CC(=O)Nc1ccc(F)c(F)c1F)C(=O)c1cc(S(=O)(=O)N(C)C)ccc1N1CCCC1,4
CO[C@H](CN(C)C(=O)C1CC1)[C@H](C)CN(C(=O)Nc1ccc(C(F)(F)F)cc1)[C@@H](C)CO,3
CCOC(=O)C1C(=O)C=C(c2ccccc2)CC1c1ccccc1 (stereo unspecified),2
CCN(CC)c1nc(C)c(C(C)=O)cc1C#N,10
O=C(CN1CCN(C(=O)C2CCN(C(=O)/C=C/c3ccccc3)CC2)CC1)Nc1ccccc1Cl,-33
O=C(Nc1ccccc1N1CCOCC1)C1CCCCN1S(=O)(=O)c1ccccc1 (stereo unspecified),3
c1ccc(CSc2nnc(-c3sccc3-n3cccc3)o2)cc1,-17
Cc1ccc(/C=N/NC(=O)c2ccc(-c3ccccc3)cc2)o1,-3
CN1CC(=O)N/C1=N\C(=O)Nc1cccc(Cl)c1,-33
O=C(NCc1ccco1)c1scc2c1OCCO2,14
O=C(NCCNC(=O)C(F)(F)F)c1ccncc1,5
Cc1ccc(S(=O)(=O)CCC(=O)OCc2cc(C)ccc2C)cc1,-1
CC(=O)Nc1ccc2c(c1)C(C)(C)C(C)N2C (stereo unspecified),7
CN1C(=O)c2cc(NC(=O)C3CCCCC3)ccc2OC[C@@H]2O[C@@H](CC(=O)NC3CCCC3)CC[C@H]21,4
O=C(Nc1cccc(S(=O)(=O)N2CCOCC2)c1)c1cc([N+](=O)[O-])ccc1N1CCOCC1,-6
COc1ccc(Oc2nc3ccccc3nc2C(F)(F)F)cc1,11
CN1[C@H](C(=O)N2CCCCC2)[C@@H](CO)[C@@H]2Cn3c(ccc(/C=C/c4ccccc4)c3=O)[C@@H]21,1[25 µM]
CSCc1c(C(=O)OCC(=O)c2ccc[nH]2)oc2ccccc12,-8
CC1(C)CC(N2CN(C3CCCCC3)CC2=O)CC(C)(C)N1,6
COCC#Cc1ccc([C@@H]2[C@@H](CO)N3CCCCN(Cc4cccnc4)C[C@H]23)cc1,-11[25 µM]
O=C(C1CCCCC1)N1CC2(C1)[C@H](c1ccccc1)[C@@H](CO)N2C(=O)c1cccnc1,5[25 µM]
CCOc1ccc(NC(=O)CN(C)C(=O)Cc2n[nH]c(=O)c3ccccc23)cc1OCC,4
C[C@H]1CN([C@@H](C)CO)C(=O)Cc2cc(N(C)C)ccc2O[C@H]1CN(C)C(=O)NC1CCCCC1,3[25 µM]
COC(=O)c1cc(C#N)c(OC)nc1C,8
Cc1ccc(CCNC(=O)c2nnn(-c3cccc(C)c3)c2N)cc1,-1
N#C[C@@H]1[C@H](c2ccccc2)[C@H](CO)N1C(=O)CN1CCOCC1,-6[25 µM]
COC(=O)c1cc(S(=O)(=O)Nc2ccsc2C(=O)OC)oc1C,13
CSc1nnc2ccc(-c3ccccn3)nn12,6
CCOc1ccc2nc(CN3CCN(Cc4ccsc4)C(CCO)C3)ccc2c1 (stereo unspecified),1
O=C(O)c1ccc(Cl)c(N2C(=O)Nc3ccccc3N2O)c1,11
C[C@@H]1CN([C@@H](C)CO)C(=O)c2cc(NC(=O)c3ccncc3)ccc2O[C@@H](C)CCCCO[C@@H]1CN(C)Cc1ccncc1,4

# Two entries picked at random from those above:
SMILES,BL2 CD40 inh
CC1(C)CC(N2CN(C3CCCCC3)CC2=O)CC(C)(C)N1,6
C/C=C/COc1nc2c(c(=O)n(C)c(=O)n2C)n1C,10

# Next structures:
SMILES,BL2 CD40 inh
COc1ccc(-c2cc(C(=O)OCC(=O)N3CCOCC3)c3ccccc3n2)cc1,4
COc1ccc(-c2onc3ccc(C(C)=O)cc23)cc1,-55
C[C@@H]1CN([C@@H](C)CO)C(=O)CCCn2cc(nn2)CO[C@@H]1CN(C)Cc1ccc(O)cc1,-3
COc1ccccc1C(=O)Nc1ccc(OCC(=O)N2CCCCC2)cc1,-10
COc1ccccc1-c1cnc2c(c1)C(=O)N([C@@H](C)CO)C[C@@H](C)[C@@H](CN(C)C(=O)CC1CC1)O2,-11[25 µM]
Cc1cc(C)nc(N(C#N)CN2C(=O)c3ccccc3C2=O)n1,5
COc1ccc(OCC(=O)N/N=C\c2ccco2)cc1,3
c1ccc(SCc2nc(-c3cccnc3)no2)cc1,-82
O=C(Nc1cccc(-c2ccc(N3CCCCC3)nn2)c1)c1ccc(Br)o1,21
N#C[C@H]1[C@@H](c2ccccc2)[C@H](CO)N1C(=O)Nc1cccc(F)c1,12[25 µM]
COc1ccc(N(C)S(=O)(=O)c2cccc(C(=O)NCc3ccc(C)cc3)c2)cc1,0
CC1CCN(c2ccc(C(=O)Nc3ccc4c(c3)OCO4)cc2[N+](=O)[O-])CC1,-17
COc1ccccc1CNC(=O)C(NC(=O)c1ccccc1)C(C)C (stereo unspecified),7
C[C@@H](O)C#Cc1ccc([C@@H]2[C@@H](CO)N3CCCCN(C(=O)c4cccc(F)c4)C[C@@H]23)cc1,9[25 µM]
Cc1ccnc2nc(C(=O)N3CCN(S(=O)(=O)c4ccccc4)CC3)nn12,1
O=C(CCCC(=O)OCC1CCCO1)OCC1CCCO1 (stereo unspecified),12
Cc1ccc2cc(N)ccc2n1,-9
COCCCNC(=S)N1CCC(NC(=O)Nc2ccc(C)cc2)CC1,-2
CN1c2ccc(-c3ccccc3)cc2[C@H]2[C@H](CCN2C(=O)c2cccc(F)c2)[C@@H]1CO,-4
O=C(O)C[C@@H]1C[C@H]2c3cc(NC(=O)Cc4ccncc4)ccc3O[C@H]2[C@H](CO)O1,-10[25 µM]
Fc1ccc(Cn2c(SCc3ccc(F)c(C(F)(F)F)c3)nnc2C(F)(F)F)cc1,1
COc1ccc(CCNC(=O)COC(=O)C2CC2C)cc1 (stereo unspecified),7
COc1ccc(CNC(=O)c2cc(-c3ccco3)on2)cc1,-12
COc1ccc(OCC(=O)OCC(=O)NCc2ccco2)cc1,9
O=C(c1ccc(F)cc1)N1CCCC(c2nc(-c3cccs3)no2)C1 (stereo unspecified),-3
COc1cccc(C2c3c(-c4ccccc4O)n[nH]c3C(=O)N2Cc2ccco2)c1 (stereo unspecified),15
CCC(CC)c1nnc(NC(=O)COc2ccc3c(C)cc(=O)oc3c2)s1,12
COc1ccc(N2CCN(C(=O)COC(=O)c3nc(Cl)ccc3Cl)CC2)cc1,4
CCOC(=O)c1c(NC(=O)c2cccs2)sc(C(=O)N2CCOCC2)c1C,4
c1ccc(Cn2ccnc2SCc2nnc(-c3ccccc3)o2)cc1,-9
COCC#Cc1ccc([C@@H]2[C@@H](CO)N3CCCCN(C(=O)NC4CCCC4)C[C@H]23)cc1,-7[25 µM]
Cc1cc(N2CCN(C)CC2)n2cc(-c3ccc(F)cc3)nc2n1,2
O=C(Cc1ccc(F)cc1)Nc1ccc(S(=O)(=O)N2CCCC2)cc1,-8
O=C1OCC(CO)(CO)N=C1NNc1ccc(Cl)c(Cl)c1,12
Cc1ccccc1NC(=O)COC(=O)CCc1c[nH]c2ccccc12,-1
COc1ccc(OC)c(NC(=O)CN2C(=O)C(=O)N(Cc3ccccc3)C2=O)c1,-8
COCCNC(=O)C(c1cccnc1)N(Cc1ccc(C)cc1)C(=O)Cn1nnc2ccccc21 (stereo unspecified),6
COC(=O)C(C)N(c1ccc(OC)cc1)S(C)(=O)=O (stereo unspecified),19
CC1CCN(S(=O)(=O)c2csc(C(=O)Nc3ccccc3)c2)CC1,0
CCn1ncc(Cl)c1C(=O)Nc1cc(Cl)ccc1Cl,4
CC(C)(C)c1cc(C(=O)NC2CC2)n(Cc2ccc(F)cc2)n1,14
O=C(c1ccccc1-c1ccccc1)N1CCCC1,5
CO[C@@H]1CN(C)C(=O)c2ccc(NC(=O)C3CCOCC3)cc2OC[C@@H](C)N(C(=O)C2CCOCC2)C[C@H]1C,-1
COc1ccc(S(=O)(=O)Nc2ccc3c(c2)C(=O)N([C@@H](C)CO)C[C@@H](C)[C@H](CN(C)S(=O)(=O)c2ccc(Cl)cc2)OCCCC[C@@H](C)O3)cc1,43[25 µM]
Cn1cccc1CC(=O)N/N=C/c1cccc2ccccc12,4
CCc1nc2c(OCc3ccc(C#N)cc3)cccn2c1N(C)C(=O)c1ccco1,-12
CS(=O)(=O)N1[C@@H]2c3ccc(-c4ccccc4)c(=O)n3C[C@H]1[C@H](CO)[C@H]2C(=O)NCC1CC1,5[25 µM]
CN(CC(=O)Nc1ccc(F)cc1)CC(=O)N1CCc2ccccc21,0
CSc1ccc(-c2nnn(Cc3ccccn3)n2)cc1,-71
COC(=O)c1ccc(N2CCN(c3ccccc3)CC2)c(NC(=O)C2CC2)c1,-4
NCCCC(N)(C(=O)O)C(F)F (stereo unspecified),6
CCOC(=O)CCCc1c[nH]c2ccccc12,-17
Cc1nc2cc(-n3ccc(=O)cc3)ccc2n1-c1ccccc1,-2
OCC(O)C1OC(Nc2ccc(Cl)cc2)C(O)C1O (stereo unspecified),4
Cc1noc(C)c1C(=O)NC(Cc1c[nH]c2ccccc12)C(=O)O (stereo unspecified),0
C[C@@H]1CN([C@@H](C)CO)C(=O)Cc2cc(NC(=O)Nc3ccc(F)cc3)ccc2O[C@H]1CN(C)S(C)(=O)=O,6[25 µM]
Cn1c(OCc2ccco2)nc2c1c(=O)n(Cc1ccc(Cl)c(Cl)c1)c(=O)n2C,17
COc1ccc(C(C#N)C2(C)OCCO2)cc1OC (stereo unspecified),2
COc1ccccc1-c1cc(C(=O)Nc2cc(C)on2)no1,-37
CCOC(=O)c1[nH]c2ccccc2c1N=CN(C)C,-1
# The results go on.
SMILES,BL2 CD40 inh
O=C(c1cnccn1)N1CC(=O)N2[C@H](CO)[C@H](c3ccc(-c4cccc(F)c4)cc3)[C@H]2C1,3[25 µM]
CCN1[C@@H]2c3ccc(-c4cccc(C(=O)N(C)C)c4)c(=O)n3C[C@@H]2[C@@H](CO)[C@@H]1C(=O)N(C)C,0[25 µM]
O=C(COc1cc(F)ccc1[N+](=O)[O-])NCCN1C(=O)CSC1=O,4
COc1cc(-c2cc3nc(NCc4ccco4)ccn3n2)cc(OC)c1OC,6
N#C[C@@H]1[C@H](c2ccccc2-c2ccccc2)[C@H](CO)N1C(=O)Cc1cccnc1,13[25 µM]
OC(c1cccc(CN2CCCCC2)c1)c1ncc(-c2cccc3ccccc23)[nH]1 (stereo unspecified),-1

# Screening data deposited in PubChem BioAssay by Broad Institute.
